# TRPC4 agonist – TRPC4 (mouse) channel activation; AID 2237; Q9QUQ5; 310,000 tested, 0.49% active; B-score at 10 µM; HEK293 TRPC4beta/mu-opioid, Fluo4 calcium fluorescence; stronger effect = higher value;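 active means B-score above 5 SD of library B-scores, and initial fluorescence ratio not above library mean plus 5 SD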;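 further: positive B-score marks a calcium rise read as TRPC4 activation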
# Target sequence (Q9QUQ5 whole entry, looked up): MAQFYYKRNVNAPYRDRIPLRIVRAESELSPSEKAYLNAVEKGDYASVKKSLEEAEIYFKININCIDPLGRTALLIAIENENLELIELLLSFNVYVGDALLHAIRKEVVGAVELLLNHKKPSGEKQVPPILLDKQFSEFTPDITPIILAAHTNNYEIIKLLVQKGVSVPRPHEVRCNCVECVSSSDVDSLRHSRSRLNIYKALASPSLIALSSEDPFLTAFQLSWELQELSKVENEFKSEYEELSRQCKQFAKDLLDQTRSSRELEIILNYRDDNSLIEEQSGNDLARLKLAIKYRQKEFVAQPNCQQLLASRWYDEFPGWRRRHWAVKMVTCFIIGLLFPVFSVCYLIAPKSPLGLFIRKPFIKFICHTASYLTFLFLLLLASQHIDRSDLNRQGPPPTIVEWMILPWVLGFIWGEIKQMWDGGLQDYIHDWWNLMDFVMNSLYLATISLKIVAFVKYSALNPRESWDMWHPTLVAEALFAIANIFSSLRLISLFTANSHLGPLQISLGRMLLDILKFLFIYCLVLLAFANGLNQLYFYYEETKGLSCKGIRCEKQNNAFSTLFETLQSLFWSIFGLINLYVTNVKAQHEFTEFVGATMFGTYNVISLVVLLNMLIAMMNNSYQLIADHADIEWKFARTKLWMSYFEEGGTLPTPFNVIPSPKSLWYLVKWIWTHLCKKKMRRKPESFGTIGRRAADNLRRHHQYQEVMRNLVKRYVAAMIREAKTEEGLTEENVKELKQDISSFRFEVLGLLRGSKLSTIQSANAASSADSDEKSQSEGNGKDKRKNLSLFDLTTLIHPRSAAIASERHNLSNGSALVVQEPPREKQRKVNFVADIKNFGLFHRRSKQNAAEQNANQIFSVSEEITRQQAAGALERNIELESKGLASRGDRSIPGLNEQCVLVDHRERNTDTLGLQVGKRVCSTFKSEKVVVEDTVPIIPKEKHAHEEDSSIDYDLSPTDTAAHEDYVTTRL
#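 System – HEK293 cells stably co-expressing mouse TRPC4beta and mu-opioid receptor · Signal – Fluo4 calcium-sensitive dye fluorescence, kinetic, 1 Hz baseline · Benchmarks – buffer (low) and maximal DAMGO (high) · Read-out – B score of integrated fluorescence ratio per well · Incubation – dye loading 45 min room temperature, 110 s kinetic read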
# KCNQ1 pot – potentiates or activates the human KCNQ1 potassium channel; B-score at 10 µM; CHO-K1 KCNQ1, thallium flux FluxOR fluorescence; stronger effect = higher value; 310,000 tested, 0.35% active;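 active means fluorescence ratio B-score, a plate-corrected score, at least three library SD, with initial intensity B-score within 5 SD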
#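 Test system: CHO-K1 cells stably expressing KCNQ1 / Medium: assay buffer / Also added: depolarizing K+/Tl+ stimulus, K2SO4 and Tl2SO4 each 12.5 mM in 5x stock / Incubation: 90 min dye loading and 20 min compound exposure, both at room temperature / Signal: thallium influx via FluxOR fluorescence, kinetic imaging / Evaluation: B score of baseline-normalized fluorescence ratio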
# KCNK9 inh – human KCNK9 channel inhibition; AID 488922; B-score at 10 µM; 310,000 tested, 1.2% active; HEK293 KCNK9, FluxOR thallium flux fluorescence; stronger effect = lower value;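 active means ratio B-score over 3 SD below the library mean, with starting fluorescence within 5 SD of its mean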;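 further: negative B-score means less thallium flux so channel inhibition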
# hERG rescue – compounds protecting human hERG from proarrhythmic drug block. CHO-hERG, FluxOR thallium flux, dofetilide IC70 present. activation (rescue from dofetilide block), less the hit threshold, % at 10 µM. 310,000 tested, 0.51% active. AID 1511;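 active means activation above the mean of controls blocked by dofetilide plus 5 SD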;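 further: thallium influx through hERG after potassium depolarization seen as dye fluorescence rise; in these data hits start at about 4.7%; inactives centre near -7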
# KCNQ1 block – inhibitors of human KCNQ1 potassium channel. P51787. CHO-K1 KCNQ1, FluxOR thallium flux fluorescence; stronger effect = higher value. B-score at 10 µM. 310,000 tested, 1.3% active. AID 2642;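 active means compounds whose thallium flux B-score, printed positive for inhibition, exceeds three library SD while starting fluorescence stays within three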;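 further: channel opened by potassium depolarization with thallium stimulus after 20 min compound exposure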
# TMEM16A act – activates or potentiates the mouse TMEM16A chloride channel. 340,000 tested, 0.3% active. B-score at 10 µM. HEK293 TMEM16A/YFP-H148Q/I152L, iodide quench fluorescence; stronger effect = lower value;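 active means fluorescence-ratio B-score plate-corrected deviation score at least 3 library SD below zero, with starting fluorescence score within 5 deviations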;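 further: channel opened by trigger with iodide after compound preincubation; score built on the fluorescence ratio of max minus min over baseline; more negative score means more quench and so TMEM16A activation or potentiation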
# TRPC4 potent – allosteric potentiators of mouse TRPC4 channel; 310,000 tested, 0.42% active; AID 2227; HEK293 TRPC4beta/mu-opioid, DAMGO EC20, Fluo-4 Ca2+ flux; stronger effect = higher value; B-score at 10 µM; Q9QUQ5;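 active means B-score of calcium response area above 5 SD of library B-scores, with initial fluorescence ratio within 5 SD of library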;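 further: B-score of integrated fluorescence ratio over time as area under calcium response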
# KCNK3 block – human KCNK3 channel inhibition, primary screen | 340,000 tested, 0.84% active | O14649 | CHO-KCNK3 thallium flux, FluxOR fluorescence; stronger effect = lower value | B-score at 10 µM;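 active means B-score under library mean minus 4 SD, starting fluorescence ratio at most library mean plus 5 SD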;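 further: more negative B-score means stronger inhibition of thallium flux through KCNK3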
# TMEM16A inh – inhibitors of mouse TMEM16A calcium-activated chloride channel; Q8BHY3; HEK293 TMEM16A/YFP iodide influx fluorescence, ionomycin; normalized B-score (activity score, 25-100; higher = stronger inhibition) at 10 µM; 310,000 tested, 1.2% active;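 active means ratio plate-corrected score three or more library SD toward inhibition, starting fluorescence score within five deviations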;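 further: score derived from kinetic fluorescence span divided by baseline fluorescence per well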
# Dyrk1A ADPGlo – blocks rat Dyrk1A kinase activity; inhibition, % at 12.5 µM; 310,000 tested, 0.43% active; ADP-Glo luminescence, NFATc1 peptide; Q63470; in the data active means inhibition above about 50%;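 further: plate controls were vehicle with enzyme for no effect and no enzyme for full effect; many of its hits are not listed in these tables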
# HDAC3 inh – blocks human histone deacetylase 3 | O15379 | recombinant HDAC3, fluorogenic peptide/trypsin coupled, fluorescence | inhibition, % at 8.3 µM | 320,000 tested, 0.15% active | AID 2718; in the data active means inhibition above about 26%, passing the limit was not always enough; inconclusive means no clear call, values can overlap the other calls
# Active calls of the source: *; i = inactive; ? = inconclusive; nt = not tested or not shown.
SMILES,TRPC4 agonist,KCNQ1 pot,KCNK9 inh,hERG rescue,KCNQ1 block,TMEM16A act,TRPC4 potent,KCNK3 block,TMEM16A inh,Dyrk1A ADPGlo,HDAC3 inh
CN(C)C(=O)CSc1nnc(-c2cccnc2)n1-c1ccccc1,i,i,i,-6,i,i,i,i,i,5,10
COc1ccc(/C(C)=N/NC(=O)c2cccc(S(=O)(=O)N3CCCC3)c2)c(O)c1,i,i,i,-12,i,i,i,i,i,13,-3
COc1ccc(CCNC(=O)C/C(C)=N/NC(=O)COc2ccc(C)cc2Br)cc1OC,i,i,i,-14,i,i,i,i,i,2,0
Cc1nonc1NC(=O)CSc1nc2c(C)cccc2cc1C#N,i,i,i,-6,i,i,i,i,i,0,-8
O=C(CN1CCCN(S(=O)(=O)c2ccc(F)cc2)CC1)Nc1ccccc1Br,i,i,i,-4,i,i,i,i,i,2,-4
COc1ccc(CNC(=O)CCCn2nc([N+](=O)[O-])cc2C)cc1,i,i,i,-4,i,i,i,i,i,nt,2
Cc1ccccc1-n1nc(C)c(N=O)c1N,i,i,i,-10,i,i,i,i,i,6,-3
Cc1c(C)c2ccc(OC(C)C(=O)NC3CCN(Cc4ccccc4)CC3)cc2oc1=O (centres undefined),i,i,i,-6,i,i,i,i,i,-6,-48
O=c1cc(N2CCCCC2)nc2n1CCCS2,i,i,i,-2,i,i,i,i,i,5,-7
COc1cc(/C=N/n2nnnc2N)ccc1OC(C)C,i,i,i,-8,i,nt,i,i,i,4,3
Cc1ccc(NS(=O)(=O)c2ccc(CCC(=O)N3CCOCC3)cc2)cc1,i,i,i,-1,i,i,i,i,i,-4,0
O=c1[nH]c(/C(Cl)=C/c2cc(Cl)ccc2O)nc2cc(Cl)ccc12,i,i,i,-3,i,i,i,i,i,1,nt
CCOC(=O)C1(CCOc2ccccc2)CCN(Cc2cccn2-c2cccnc2)CC1,116*,i,i,-13,i,i,i,i,i,0,3
CCN(CC)CCn1cnc2c([nH]c3cccc(OC)c32)c1=O,i,i,i,-5,i,i,i,i,i,-5,-115
O=C(/C=C/c1cccc([N+](=O)[O-])c1)NCCSCc1ccco1,i,i,i,-2,i,i,i,i,i,4,6
O=C(C1CCCN(c2ncnc3c2nc2n3CCCCC2)C1)N1CCN(c2ccccc2F)CC1 (centres undefined),i,i,i,-22,i,i,i,i,i,4,-1
OC(CNC1CCCC1)COc1ccccc1Br (centres undefined),i,i,i,-3,i,i,i,i,i,11,8
Cc1cc(C)n(-c2nncc(-c3ccccc3)n2)n1,i,i,i,-3,i,i,i,i,i,5,5
O=S(=O)(c1cccc2cccnc12)n1cnc2ccccc21,i,i,i,-6,i,i,i,i,i,1,1
CCOc1ccc(NC(=S)Nc2ccc(C)c([N+](=O)[O-])c2)cc1,i,i,i,-19,i,i,i,i,i,0,8
CC(C)(C)c1nc(SCC(=O)c2ccccc2)c2ccccc2n1,i,i,-9*,-19,9*,i,i,i,i,3,9
NC(=O)CSc1nnc2n(N)c(=O)c3ccccc3n12,i,i,i,-2,i,i,i,i,i,-4,1
CC(C)CCSc1nc2ccccc2[nH]1,i,i,i,-11,i,i,i,i,i,7,0
COC(=O)COc1cccc(NC(=O)c2ccc(C)cc2)c1,i,i,i,-14,i,i,i,i,i,0,7
CC(=O)Oc1ccc2c(C)c(CC(=O)N3CCN(C(=O)C4COc5ccccc5O4)CC3)c(=O)oc2c1C (centres undefined),i,i,i,-18,i,i,i,i,i,-2,-6
CCn1c(SCC(=O)Nc2ccc(S(N)(=O)=O)cc2)nnc1-c1ccccc1OC,i,i,i,-8,i,i,i,i,i,0,4
COc1ccccc1NC(=O)Nc1ccc(C(=O)N2CCCCC2)cc1,i,i,i,-12,i,i,i,i,i,14,9
CCOc1cc(CNc2ccc3c(c2)OCCO3)cc(Br)c1OC,i,i,i,-8,i,i,i,i,i,-1,5
COc1ccc(CN2CCCN(S(=O)(=O)c3ccc(Br)cc3)CC2)cc1,i,i,i,-11,i,i,i,i,i,-5,0
CCCn1c(N)c(C(=O)CSc2nc3ccccc3c(=O)n2-c2ccc(OC)cc2)c(=O)[nH]c1=O,i,i,i,-8,i,i,i,i,i,1,-2
O=C(CSc1nnc(-c2ccccc2Br)o1)Nc1cccc2ccccc12,i,i,i,-12,i,i,i,i,i,5,-1
Fc1ccc(N2CCN(c3nc(-c4ccco4)cc(C(F)(F)F)n3)CC2)cc1,i,i,i,-6,i,i,i,i,i,-1,2
CCOC(=O)c1sc(N)c(C#N)c1CSc1nc2ccc(OCC)cc2[nH]1,i,i,i,-11,i,i,i,i,i,-2,9
CCOc1ccc(N(CC(=O)Nc2cccc(C)c2C)S(=O)(=O)c2c(C)[nH]c(=O)[nH]c2=O)cc1,i,i,i,-5,i,i,i,i,i,-3,-3
CC(=O)NNC(=O)N1Cc2ccccc2Oc2ccc(Cl)cc21,i,i,i,-6,i,i,i,i,i,-2,-5
CCc1nnc(N/N=C/c2ccccc2F)n1N,i,i,i,-16,i,i,i,i,i,3,3
COc1ccc(/C(C)=N/NC(=O)CNC(=O)c2cccnc2)c(OC)c1,i,i,i,-7,i,i,i,i,i,0,-8
O=c1[nH]nc(Cc2ccc(Cl)cc2Cl)c2ccccc12,i,i,i,1,i,i,i,i,i,-3,2
C[C@@H]1CN(Cc2nc(-c3cccs3)no2)C[C@H](C)O1,i,i,i,-7,i,i,i,i,i,-6,3
CCOC(=O)[C@H]1[C@H]2COc3ccc(Br)cc3[C@@H]2N2C(=O)c3ccc(F)cc3NC(=O)[C@@]12C,nt,nt,nt,nt,nt,i,nt,i,i,-4,-3

# Three entries drawn at random from the list so far:
SMILES,TRPC4 agonist,KCNQ1 pot,KCNK9 inh,hERG rescue,KCNQ1 block,TMEM16A act,TRPC4 potent,KCNK3 block,TMEM16A inh,Dyrk1A ADPGlo,HDAC3 inh
CCOC(=O)[C@H]1[C@H]2COc3ccc(Br)cc3[C@@H]2N2C(=O)c3ccc(F)cc3NC(=O)[C@@]12C,nt,nt,nt,nt,nt,i,nt,i,i,-4,-3
CC(=O)NNC(=O)N1Cc2ccccc2Oc2ccc(Cl)cc21,i,i,i,-6,i,i,i,i,i,-2,-5
COc1ccccc1NC(=O)Nc1ccc(C(=O)N2CCCCC2)cc1,i,i,i,-12,i,i,i,i,i,14,9

# Next section:
SMILES,TRPC4 agonist,KCNQ1 pot,KCNK9 inh,hERG rescue,KCNQ1 block,TMEM16A act,TRPC4 potent,KCNK3 block,TMEM16A inh,Dyrk1A ADPGlo,HDAC3 inh
N#CCCN(CCC#N)C(=O)c1ccc(Cl)cc1,i,i,i,-6,i,i,i,i,i,0,-3
Cc1ccc(N2CC(C(=O)NCCC3=CCCCC3)CC2=O)cc1 (centres undefined),i,i,i,-4,i,i,i,i,i,-6,-1
O=C(O)CCCCCN1C(=O)/C(=C/c2ccncc2)SC1=S,i,i,i,-13,i,i,i,i,i,-1,0
CN1CCN(c2nc(-c3cccc([N+](=O)[O-])c3)nc3ccccc23)CC1,i,i,i,-7,i,i,i,i,i,11,0
COc1cc(NC(=O)CSCc2cnn(-c3ccccc3)c2-n2cccc2)cc(OC)c1,i,i,i,-4,i,i,i,i,i,0,3
COCCNC(=S)N1CCC(NC(=O)C23CC4CC(CC(C4)C2)C3)CC1,i,i,i,-15,i,i,i,i,i,-6,1
COc1ccc(NC(=O)CSc2ccc3nnc(CCNC(=O)c4ccccc4)n3n2)cc1,i,i,i,-10,i,i,i,i,i,-6,-2
CC(/C=N/NC(=O)C(O)c1ccccc1)=C\c1ccccc1 (centres undefined),i,i,i,-11,i,i,i,i,i,2,6
Cc1ccc(S(=O)(=O)N2CCC(C(=O)NCCN3CCCCCC3)CC2)cc1,i,i,i,-5,i,i,i,i,i,-3,-3
CC(C)(C)c1csc(CS(=O)(=O)c2ccccn2)n1,i,i,i,-7,i,i,i,i,i,13,-2
CCNC(=O)COC(=O)CNC(=O)c1cc(Cl)cc([N+](=O)[O-])c1,i,i,i,-8,i,i,i,i,i,4,-1
COc1ccc(-c2cc(C(=O)Nc3ccc(S(=O)(=O)Nc4onc(C)c4C)cc3)c3ccccc3n2)cc1,i,i,i,-5,i,i,i,i,i,13,?
Cc1cn(CC2COC(C)(C)O2)c(=O)[nH]c1=O (centres undefined),i,i,i,0,i,i,i,i,i,-2,-2
Cc1ccc(O)c(N=Cc2cccs2)c1,i,i,i,-7,i,i,i,i,i,-5,5
CCOc1ccc(CCNC(=O)CS(=O)Cc2nc(-c3ccc(OC)cc3)oc2C)cc1OCC (centres undefined),i,i,i,-8,i,i,i,i,i,0,1
COc1ccc(CNCc2cccc3ccccc23)cc1,i,i,i,0,i,i,i,i,i,nt,3
Cc1ccc(S(=O)(=O)N/N=C/c2c[nH]c3ccccc23)cc1,i,i,i,-25,i,i,i,i,25*,2,?
N/N=C(\Cc1cscn1)c1ccc(O)cc1O,i,i,i,-10,i,i,i,i,i,8,2
COc1ccccc1C(C)NC(=O)c1ccc(C)o1 (centres undefined),i,i,i,-7,i,i,i,i,i,-1,-5
Cn1c(SCc2ccccc2Cl)nc2c1c(=O)[nH]c(=O)n2C,i,i,i,2,i,i,i,i,i,0,1
O=C(Nc1ccccc1Cl)Nc1ccnn1C1CCN(C(=O)CCN2CCCO2)CC1,i,i,i,-5,i,i,i,i,i,5,2
O=C(Nc1cccnc1)c1cnn2cccnc12,i,i,i,1,i,i,i,i,i,32,-1
O=P(COCCOCCOCP(=O)(c1ccccc1)c1ccccc1)(c1ccccc1)c1ccccc1,i,i,i,-7,i,i,i,i,i,5,?
O=C1CC(N(CCc2ccccc2)C(=S)Nc2ccccc2)C(=O)N1c1ccc(F)cc1 (centres undefined),i,i,i,-9,i,i,i,i,i,5,-2
CC(CCc1ccco1)NC(=O)Cn1ncc2c(=O)oc3ccccc3c21 (centres undefined),i,i,i,-11,i,i,i,i,i,8,-1
COc1ccc(NC(=S)NC2CC3CCC2C3)c(OC)c1 (centres undefined),i,i,i,-1,i,i,i,i,i,-1,2
Cc1nn(Cc2ccc([N+](=O)[O-])cc2)c(=O)n1-c1cccc(Cl)c1,i,i,i,-22,i,i,i,i,i,4,-2
CC(C)=C1C2CC2C2C(C(=O)O)C12 (centres undefined),i,i,i,-7,i,i,i,i,i,-7,1
CCN(Cc1ccncc1)Cc1nc(-c2ccc(C(=O)OC)cc2)no1,i,i,i,-9,i,i,i,i,i,-2,2

# Compound activity: PubChem BioAssay, several laboratories

# These rows are one share of the data; rates above refer to the full screens.
